Screening results deposited in PubChem by several laboratories.
PMI inhibitors = MPI enzyme activity inhibition – biochemical, fluorescence intensity, coupled assay, primary screen (AID 1209); 190,000 tested, 0.42% active; inhibition, % at 20 µM; hits with a dose series show IC50 in µM; purified PMI enzyme, coupled fluorescence intensity; higher % means a stronger effect; in the data active = inhibition above about 50%;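 note: plate controls were DMSO vehicle for no effect and wells lacking substrate for full effect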
Dynein cargo inh = dynein cargo transport inhibition; 3617.4 mouse cells, GR-EGFP nuclear translocation imaging; test concentration mostly 20 µM; stimulated with dexamethasone, 1 µM; stronger effect = lower value; z-score, hits read low; 220,000 tested, 0.47% active;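 active = plate z-score of nuclear minus cytoplasmic receptor signal below a set negative limit, without overly bright fluorescence or cell loss, cut at about -3.5 in these data, passing the limit was not always enough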;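 note: z-score of nuclear minus cytoplasmic ring GR-EGFP intensity difference per well; some compounds called inactive have numbers as strong as hits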
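medium = tetracycline-free induction medium containing charcoal-stripped FBS | probe or stimulus = dexamethasone, 1.0 µM final | timing = 48 h induction, then 1 h compound, then 30 min agonist, 37 °C | detection = automated 10x imaging of fixed Hoechst-stained cells | read-out basis = nuclear versus cytoplasmic GR-EGFP signal, averaged per well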
Lipid droplet = hepatic lipid droplet formation modulation. AML12 mouse hepatocytes, oleate lipid droplets, BODIPY imaging. 240,000 tested, 0.4% active. inhibition, % at 6.5 µM;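 active = lipid droplet intensity inhibited by at least 50%, with more than 500 cells counted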
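material = mouse AML12 hepatocyte cell line, fixed after treatment | also added = 100 µM oleic acid challenge | doses = compound at 6.5 µM only | schedule = overnight exposure | technique = Image-based BODIPY and DAPI two-channel analysis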
T cell modulator = T cell immune modulators affecting CD8 T cell-vesicle binding; 2C CD8+ T cell-vesicle binding, flow cytometry; stronger effect = lower value; calls only at 7 µM; 330,000 tested, 0.068% active;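 active = response, share of CD8 T cells binding vesicles, and their 90th percentile fluorescence all below set limits, cut at about 80% in these data, passing the limit was not always enough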
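Material: murine 2C transgenic CD8+ T lymphocytes / Also added: QL9-peptide-loaded Drosophila micro-vesicles bearing Ld, ICAM-1 and B7-1 / Schedule: binding step 1.5 h, 37 °C, antibody labelling 20 min, ice / Signal: flow cytometry, PE anti-B7-1 (FL2) versus Alexa647 anti-CD8 (FL8), PFA-fixed / Evaluation: percent CD8+ FL2 mean versus row control / Benchmarks: naked versus QL9-loaded vesicles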
TNAP activators = human TNAP enzyme activators, primary screen, biochemical, luminescent, no phosphate acceptor, uHTS (AID 1001); activation fold at 20 µM, or EC50 in µM where a hit was titrated; purified TNAP, luminescent activation assay, no phosphate acceptor; higher activation fold means a stronger effect; 200,000 tested, 0.03% active; in the data active = activation fold from about 3, or a potency from the dose series; inactive = the rest, 99 in 100 with activation fold below about 1.6; note: many of its hits are not listed in these tables
b-catenin transl = modulators of beta-catenin nuclear translocation | nuclear translocation activity, % at 5 µM | 190,000 tested, 0.3% active | HeLa beta-catenin nuclear translocation, immunofluorescence imaging;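 active = nuclear translocation activity above 50% at 5 µM, with a well cell count of 50 or more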;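 note: per-cell ratio of nuclear to cytoplasmic median beta-catenin stain intensity; plate controls were DMSO negative control for no effect and GSK-3 inhibitor IX positive control for full effect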
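Test system: human HeLa cells, native beta-catenin. Compound dosing: 5 µM primary single dose, 0.1% DMSO, 0.02–20 µM confirmation series. Incubation: compound exposure 24 h at 37°C. Detection: beta-catenin immunostaining with DAPI counterstain, 20x imaging, 6 fields/well. Read-out basis: Nuclear/cytoplasmic beta-catenin signal ratio, % activation.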
Myeloid diff 2 = compounds promoting myeloid differentiation; ER-HoxA9 myeloid progenitors, lysozyme-GFP differentiation, flow cytometry; calls only at 10 µM; 360,000 tested, 1% active;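 active = normalized GFP-positive differentiation at or above the plate's own cutoff, the solvent-only control mean plus 3 SD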;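 note: cells exposed to compound for four days before flow analysis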
Insulin prom up = MIN6 insulin promoter up-regulation. MIN6 insulin promoter-GFP reporter, high-content imaging; stronger effect = higher value. z-score at 5 µM. 190,000 tested, 0.3% active. AID 1625;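 active = z-score above 3 at 5 µM with at least 500 cells counted in the well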
MT stabilize HCS = stabilizes microtubules in HeLa cells | HeLa tubulin immunostaining HCS, 24 h; share of cells brighter than vehicle mean+2SD | % tubulin-high responders, % at 10 µM | 200,000 tested, 0.83% active | AID 2205;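 active = plate Z-score above 3 for both tubulin-high and condensed-nucleus cell shares, with cell loss under 80%, at 10 µM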;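 note: anti alpha tubulin signal scored within the nucleus-defined area of each cell; some results filed as inactive read as strong as hits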
Dynein cargo inh cytoplasmic EGFP = second read-out of Dynein cargo inh, no call of its own (marks repeat the call); z-score; measured here: cytoplasmic GR-EGFP intensity; stronger effect = higher value
Dynein cargo inh nuclear GR-EGFP = also measured in Dynein cargo inh; calls as there; z-score; measured here: nuclear GR-EGFP intensity;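 lower value marks the stronger effect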
Dynein cargo inh cell count = further read-out of Dynein cargo inh, marked with its call; z-score; measured here: cell count per field
Insulin prom up cell count = second read-out of Insulin prom up, no call of its own (marks repeat the call); cell count; measured here: cytotoxicity, nuclei count;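 total cells summed across four imaged fields per well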
Lipid droplet cells 6.5 µM = recorded beside Lipid droplet, whose call it bears; cell count; measured here: cell count, cytotoxicity flag;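 cells counted across two imaged fields per well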
b-catenin transl cell count 5 µM = second read-out of b-catenin transl, no call of its own (marks repeat the call); cell count; measured here: cell count, cytotoxicity flag
T cell modulator vesicle-bound % = further read-out of T cell modulator, marked with its call; double positive events, %; measured here: CD8+ vesicle-bound cell fraction;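 binding gate set so that unloaded-vesicle control wells show 10% double positive cells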
MT stabilize HCS Hoechst-high % = further read-out of MT stabilize HCS, marked with its call; % Hoechst-high responders; measured here: nuclear condensation Hoechst responders;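 share of cells brighter than vehicle mean plus two SD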
MT stabilize HCS cytotoxicity % = also measured in MT stabilize HCS; calls as there; toxicity, %; measured here: cytotoxicity by cell density;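 0% = mean cell density of plate MIN control wells and 100% = no cells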
Myeloid diff 2 GFP+ MAC1+ % = further read-out of Myeloid diff 2, marked with its call; GFP+ MAC1+ double positive, %; measured here: differentiation confirmed by MAC1 staining
* hit, by the source's call; i = inactive; x = not tested or not shown. Random draw from the library; about 3% have a hit in one of these screens.

Values run as follows: PMI inhibitors	Dynein cargo inh	Dynein cargo inh cytoplasmic EGFP	Dynein cargo inh nuclear GR-EGFP	Dynein cargo inh cell count	Lipid droplet	Lipid droplet cells 6.5 µM	T cell modulator	T cell modulator vesicle-bound %	TNAP activators	b-catenin transl	b-catenin transl cell count 5 µM	Myeloid diff 2	Myeloid diff 2 GFP+ MAC1+ %	Insulin prom up	Insulin prom up cell count	MT stabilize HCS	MT stabilize HCS Hoechst-high %	MT stabilize HCS cytotoxicity %
CN(c1ccc(C(=O)NCC2CCCO2)cc1)S(C)(=O)=O (stereo not drawn)
  3%	2.2	-0.036	0.98	-1	11	794	i	13	1.2	x	x	i	0.7	-0.24	971	1.4	0.6	7.9
Cc1ccc(S(=O)(=O)N/N=C/c2ccc(O)c(O)c2)cc1[N+](=O)[O-]
  18%	0.19	-0.27	0.37	-0.098	-4	653	i	24	0.3	0.3	1048	i	0.6	-0.19	1234	7.0	1.7	6.7
O=C1N=C(N2CCOCC2)S/C1=C/c1ccc(-c2ccccc2Cl)o1
  9%	-0.014	-0.077	-0.15	0.59	11	588	i	53	1	-1.4	1138	i	0.6	-0.14	1644	2.0	1.7	8.7
C=CCOc1ccccc1CNc1ccc2[nH]c(=O)[nH]c2c1
  19%	-0.55	-0.12	0.1	0.95	-2	652	i	52	1	-2.0	950	i	0.1	0.46	1398	1.5	1.7	5.8
C/C(CC(=O)Nc1ccccn1)=N\NC(=O)C(=O)Nc1cccc(C)c1
  -7%	1.7	-0.1	0.43	-1	x	x	i	60	1	x	x	i	0.9	x	x	3.8	2.1	4.6
CC(NC(=O)COC(=O)C1CSC2(C)CCC(=O)N12)C12CC3CC(CC(C3)C1)C2 (stereo not drawn)
  -6%	0.9	0.2	0.28	-0.74	16	702	i	53	1.1	0.2	1097	i	1.4	1.3	1141	2.4	1.6	12
COc1ccc(/C=N/N=C2\SC(CC(=O)O)C(=O)N2c2ccccc2)c(OC)c1 (stereo not drawn)
  -1%	0.27	0.14	0.2	0.16	-5	697	i	32	1.1	x	x	i	0.4	0.15	1245	3.4	2.1	2.4
Cc1cc(NC(=O)CSc2nc(C(C)C)nc3c2c(=O)n(C)c(=O)n3C)no1
  10%	-0.023	-0.3	-0.025	0.49	23	580	i	22	1	0.5	1068	i	3.4	0.04	1693	3.6	4.4	7.9
CN(CC(=O)NC1CCCc2ccccc21)C1CCCCC1 (stereo not drawn)
  -10%	-0.77	-0.35	-0.41	0.82	1	637	i	46	1	-1.8	985	i	0.3	-0.19	1693	3.9	2.1	4.8
Nc1nc2n(n1)C(c1ccc(Cl)cc1)CC(c1ccc(F)cc1)N2 (stereo not drawn)
  4%	-0.65	0.079	0.012	1.1	34	653	i	62	0.9	-1.3	1192	i	0.6	x	x	5.5	2.4	11
O=C(O)/C(=C\c1ccccc1)c1ccccc1
  x	-0.88	-0.24	-0.39	0.51	-4	763	i	44	x	-0.4	1283	i	1.0	-0.01	1181	x	x	x
Cc1ccccc1C(=O)Nc1ccc(S(=O)(=O)N2CCN(C)CC2)cc1
  5%	-0.24	-0.25	-0.46	0.7	-12	665	i	51	1.1	x	x	i	0.5	x	x	2.5	1.9	5.9
Fc1cccc(CSc2ccc(-c3ccc4c(c3)OCO4)nn2)c1
  6%	3.2	-0.24	0.89	-1.3	33	690	i	4	1.2	-0.2	1077	i	0.5	-0.17	1465	4.9	2.6	8.4
C/C(N)=C(/C#N)C(=O)COc1ccc(Cl)cc1Cl
  4%	0.91	-0.18	0.5	-0.34	0	671	i	53	1.1	-3.0	1124	i	0.3	-0.46	1325	1.8	1.5	6.9
Cc1cccc(CN2CCN(CCCc3ccccc3)CC2)c1
  -12%	-0.02	-0.25	0.2	0.46	0	694	i	18	1.1	-1.7	1082	x	x	-0.61	1422	1.4	0.9	10
COc1ccc(OC2C(=O)N(c3ccc(F)cc3)C2c2ccc(OC)c(OC)c2)cc1 (stereo not drawn)
  17%	0.48	-0.2	0.82	0.38	x	x	i	32	1	-0.8	1384	i	1.9	-0.09	1526	3.1	2.0	3.5
COc1ccc(S(=O)(=O)Cc2ccc(C(=O)NCc3cccnc3)o2)cc1
  1%	-0.33	-0.33	-0.19	0.97	x	x	i	65	1.1	x	x	i	1.5	1.7	794	5.4	3.3	2.5
CCOC(=O)C1=C(CC)OC(N)=C(C#N)C1c1ccc(OC)c(C)c1OC (stereo not drawn)
  10%	-0.5	1.2	0.45	0.99	-15	718	i	57	1	-0.4	441	i	0.3	0.44	1159	3.8	1.3	4.7
CCNS(=O)(=O)c1ccc(NC(=S)NCC2CCCO2)cc1 (stereo not drawn)
  -8%	0.74	-0.24	0.5	-0.13	15	700	i	49	1.1	-2.0	1060	i	0.1	0	1584	2.5	1.3	1.3
FC(F)(F)c1cnc2c(-c3ccc(Cl)cc3Cl)noc2c1
  8%	-0.092	-0.36	0.00078	0.57	16	730	i	40	1.1	x	x	i	1.1	x	x	1.4	1.4	12
Cc1cccc2sc(N(CCN(C)C)C(=O)/C=C/c3cccs3)nc12
  -10%	-0.69	-0.24	-0.55	0.63	-9	565	i	5	1	8.4	933	i	0.0	-2.4	1172	5.8	2.3	6.3
COc1ccccc1NC(=S)NNC(=S)Nc1ccc(OC(F)F)cc1
  10%	0.22	-0.16	0.32	-0.51	2	632	i	21	1.1	-2.1	1120	i	0.7	-0.14	1495	5.1	2.5	1.5
COc1ccccc1NS(=O)(=O)c1cc(NC(=O)CCC2CCCC2)ccc1N1CCOCC1
  2%	0.13	-0.24	0.53	-1.1	-10	652	i	48	1.1	9.1	885	i	0.7	1.8	1094	4.0	1.9	11
COc1cc(C)nc(N2CCCC(C(=O)Nc3ccccc3Br)C2)n1 (stereo not drawn)
  -3%	0.4	-0.34	-0.33	0.49	-4	728	i	42	1.1	0.3	1537	i	0.2	0.49	1420	2.3	1.6	2.3
O=C(Nc1ccc2nc(-c3ccco3)[nH]c2c1)c1ccco1
  7%	-0.23	-0.015	0.21	0.47	0	740	i	9	1	-0.4	1169	i	0.8	0.96	928	2.6	1.7	3.6
C/C(=N\OCC(=O)Nn1c(=O)[nH]c2ccccc2c1=O)c1cccs1
  4%	-0.23	-0.27	0.16	0.96	10	756	i	33	1.1	-1.3	1087	i	0.3	-0.01	1337	5.5	3.3	6.3
O=S(=O)(c1ccccc1)N1CCCC1c1nc2ccccc2s1 (stereo not drawn)
  -1%	-0.22	-0.21	-0.4	-0.051	x	x	i	22	1.1	x	x	i	0.8	x	x	1.3	2.4	6.8
COC(=O)[C@@H]1C[C@H]1[C@@H](NC(=O)c1ccccc1)c1ccccc1
  4%	0.021	-0.24	0.36	0.44	3	766	i	21	1.1	-2.5	525	i	3.0	0.96	1217	6.7	2.3	9.7
Cc1ccc(C(=O)C2CCN(S(=O)(=O)c3c(C)noc3C)CC2)cc1
  x	-0.53	-0.27	-0.46	0.65	3	727	i	9	x	-3.5	1147	i	0.5	-0.07	1458	x	x	x
Cn1c(SCC(=O)c2ccc(F)cc2)nc2cccnc21
  0%	-0.06	-0.22	0.15	0.32	x	x	i	53	1.1	0.5	1063	i	4.0	-0.2	1344	3.1	3.3	8.7
Cc1ccc2cc(C(c3nnnn3C3CCCC3)N(Cc3cccnc3)Cc3ccco3)c(=O)[nH]c2c1 (stereo not drawn)
  8%	0.4	-0.24	0.38	0.5	24	740	i	10	1.1	x	x	i	8.7	-0.45	1301	4.6	2.4	9.2
O=C1CSC(c2cccnc2)N1Cc1ccc(Cl)cc1Cl (stereo not drawn)
  x	-0.63	-0.19	-0.54	0.26	-8	717	i	25	x	0.1	1162	i	1.0	-0.42	1392	x	x	x
CCOC(=O)c1ccc(NC(=O)CCc2ccc(C)o2)cc1
  8%	-0.18	-0.2	-0.097	0.41	x	x	i	33	1	x	x	i	0.8	x	x	1.9	1.7	3.4

Taken from above:
`Cc1ccc(S(=O)(=O)N/N=C/c2ccc(O)c(O)c2)cc1[N+](=O)[O-]` in Insulin prom up → -0.19
`CN(CC(=O)NC1CCCc2ccccc21)C1CCCCC1` (stereo not drawn) in b-catenin transl cell count 5 µM → 985
